Screens from PubChem.
TWEAK-Fn14 inh: blocks TWEAK-Fn14 interaction in a reporter cell assay | TWEAK-stimulated Fn14 reporter cells, luciferase luminescence, 8 h | inhibition, % at 10 µM | actives 2% (n = 360,000); in the data active = inhibition above about 50%
SRC1 inh: inhibitors of human steroid receptor coactivator 1 (SRC1). HEK293 GAL4-SRC1 luciferase reporter, luminescence. inhibition, % at 3.6 µM. actives 0.12% (n = 360,000);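 active = inhibition above the campaign mean plus 3 SD, with each screening campaign given its own cutoff, cut at about 60% in these data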;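 note: 0% = DMSO treated cells and 100% = gossypol at 36 µM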
Target sequence (Q15788 whole entry, looked up, the tested form may be a part): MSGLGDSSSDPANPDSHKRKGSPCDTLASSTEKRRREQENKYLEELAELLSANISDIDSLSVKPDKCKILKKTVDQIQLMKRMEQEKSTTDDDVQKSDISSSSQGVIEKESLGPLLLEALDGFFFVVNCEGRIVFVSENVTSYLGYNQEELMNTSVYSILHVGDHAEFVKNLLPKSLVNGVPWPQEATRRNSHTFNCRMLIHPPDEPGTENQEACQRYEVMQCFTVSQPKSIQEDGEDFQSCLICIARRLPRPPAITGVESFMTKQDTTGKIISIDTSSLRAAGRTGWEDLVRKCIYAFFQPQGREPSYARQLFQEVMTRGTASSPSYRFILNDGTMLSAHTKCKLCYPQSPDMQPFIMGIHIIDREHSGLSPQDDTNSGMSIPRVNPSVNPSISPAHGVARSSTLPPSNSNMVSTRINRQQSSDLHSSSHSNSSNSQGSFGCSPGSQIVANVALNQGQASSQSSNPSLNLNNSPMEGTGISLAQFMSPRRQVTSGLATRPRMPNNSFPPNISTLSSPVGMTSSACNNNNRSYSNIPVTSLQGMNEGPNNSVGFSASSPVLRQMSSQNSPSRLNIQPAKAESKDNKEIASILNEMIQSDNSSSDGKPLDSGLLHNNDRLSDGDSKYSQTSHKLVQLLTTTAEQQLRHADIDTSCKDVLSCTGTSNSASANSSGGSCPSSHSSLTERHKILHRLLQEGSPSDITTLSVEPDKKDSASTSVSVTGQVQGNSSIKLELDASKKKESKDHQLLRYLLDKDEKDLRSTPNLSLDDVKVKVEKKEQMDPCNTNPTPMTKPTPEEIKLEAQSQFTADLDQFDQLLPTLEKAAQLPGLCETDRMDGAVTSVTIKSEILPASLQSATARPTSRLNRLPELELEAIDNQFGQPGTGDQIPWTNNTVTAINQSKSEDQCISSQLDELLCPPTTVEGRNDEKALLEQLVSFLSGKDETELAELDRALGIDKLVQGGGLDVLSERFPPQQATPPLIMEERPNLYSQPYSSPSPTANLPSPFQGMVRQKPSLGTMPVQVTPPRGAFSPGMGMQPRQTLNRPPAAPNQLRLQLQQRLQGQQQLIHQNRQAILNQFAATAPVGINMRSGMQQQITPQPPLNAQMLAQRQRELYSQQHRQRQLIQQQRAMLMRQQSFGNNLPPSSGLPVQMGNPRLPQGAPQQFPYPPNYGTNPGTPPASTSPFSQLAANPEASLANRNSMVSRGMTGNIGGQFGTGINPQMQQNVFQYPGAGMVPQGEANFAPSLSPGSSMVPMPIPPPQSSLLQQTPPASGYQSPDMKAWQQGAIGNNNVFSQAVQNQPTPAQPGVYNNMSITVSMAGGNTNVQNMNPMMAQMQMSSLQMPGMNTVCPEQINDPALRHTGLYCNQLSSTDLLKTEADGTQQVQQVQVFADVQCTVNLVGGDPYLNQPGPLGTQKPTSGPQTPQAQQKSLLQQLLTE
Shn3 3UTR inh: Schnurri-3 reporter inhibition in Clone20 osteoblasts; actives 0.52% (n = 360,000); Clone20 osteoblast Shn3 3'UTR firefly luciferase, 24 h; inhibition, % at 12.5 µM;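 active = mean inhibition of at least 75% with every replicate also reaching 75%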;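 note: 0% = median of neutral control wells and 100% = pilot-screen positive control compound; some compounds past the cut are filed as inactive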
LMP1 NFkB inh: inhibitors of Epstein-Barr LMP1-induced NF-kappaB reporter; LMP1-induced NF-kappaB luciferase reporter cells, luminescence; inhibition, % at 12.5 µM; actives 0.69% (n = 350,000); in the data active = inhibition above about 41%;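 note: 0% = neutral control wells and 100% = reference inhibitor control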
CF NFkB block: blocks PAF-induced NF-kB reporter in cystic fibrosis cells. KKLEB NF-kB-GFP reporter, GFP fluorescence overnight. actives 0.86% (n = 360,000). inhibition, % at 5 µM;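 active = at least 50% inhibition at 5 µM, scaled per plate between neutral and stimulator controls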;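 note: PAF is a Pseudomonas aeruginosa culture filtrate used as stimulus; plate controls were PAF-stimulated DMSO wells for no effect and unstimulated DMSO wells for full effect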
SRC3 inh: inhibitors of human steroid receptor coactivator 3 (SRC3). Q9Y6Q9. inhibition, % at 3.6 µM. actives 0.17% (n = 360,000). HEK293 GAL4-SRC3 luciferase reporter, luminescence. AID 588352;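 active = inhibition above a per-campaign cutoff, the mean of all compounds plus 3 SD, cut at about 60% in these data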;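 note: 0% = DMSO-treated cells and 100% = gossypol-treated cells at 36 µM; higher means less SRC3-driven luciferase light from the GAL4 reporter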
NR2F2 inh: blocks human COUP-TFII nuclear receptor; P24468; actives 0.7% (n = 370,000); inhibition, % at 8.6 µM; HEK293T NGFI-A luciferase reporter, luminescence;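 active = inhibition above a per-plate cutoff, mean inhibition of test wells between control levels plus 3 SD, cut at about 38% in these data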;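 note: cells cotransfected with COUP-TFII expression vector driving the NGFI-A reporter; 0% = median of COUP-TF2 test wells and 100% = reporter-only cells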
C8 TRAIL sens: sensitizes caspase-8 expressing cells to TRAIL. NB7+C8 cells + TRAIL, ATPlite viability luminescence. AID 624354. inhibition (viability loss, TRAIL sensitization), % at 10 µM. actives 1% (n = 360,000);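 active = compounds causing at least 50% loss of cell viability in the single-dose screen, relative to plate controls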
KKLEB cytotox: CF airway cell cytotoxicity counter-screen. KKLEB CF airway cells viability, ATPlite luminescence, overnight; hits give low values; cells stimulated with P. aeruginosa culture filtrate. activity change (cytotoxicity), % at 5 µM. actives 0.36% (n = 360,000). AID 602141;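 active = corrected activity change at or below -50% at 5 µM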
NR5A2 inv ag: NR5A2 inverse agonism in reporter assay; O00482; HEK293T StAR-luciferase reporter, LRH-1 transfected, 24 h; inhibition, % at 3.6 µM; actives 0.13% (n = 360,000); AID 602396;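 active = inhibition above the mean inhibition of all tested compounds plus 3 SD, cut at about 73% in these data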;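 note: 0% = DMSO wells and 100% = reporter-only cells lacking LRH-1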
TROY NFkB inh: inhibitors of TROY-dependent NF-kB signaling; Q293 LMP1-TROYcd NF-kB luciferase reporter, 4 h; inhibition, % at 10 µM; actives 0.98% (n = 360,000);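 active = compounds whose plate-normalised and pattern-corrected inhibition of the luciferase reporter signal at the single screening dose is 50% or more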
Starred values were filed as active, the others as inactive; / = not tested or not shown.

Start of the data: the first 3 compounds, ahead of the listing:
Value order: TWEAK-Fn14 inh, SRC1 inh, Shn3 3UTR inh, LMP1 NFkB inh, CF NFkB block, SRC3 inh, NR2F2 inh, C8 TRAIL sens, KKLEB cytotox, NR5A2 inv ag, TROY NFkB inh
CC1CCC2(CC1)NC(=O)N(CC(=O)N1CCN(S(=O)(=O)c3ccc4c(c3)CCC4)CC1)C2=O (stereo unspecified)
 : 8, -8, -1, -3, -1, 8, 5, -7, 6, 5, -4
c1nc(NC2CCCC2)c2[nH]cnc2n1
 : -4, -5, 4, 9, 18, 11, 5, -14, 10, 11, 7
CCc1nc2ccc(C(=O)NCCCn3ccnc3)cn2c1N(C)Cc1nccs1
 : 8, -6, 2, /, -20, 16, -5, 7, -14, 4, -26

All compounds of this part, repeating the preview:
Value order: TWEAK-Fn14 inh, SRC1 inh, Shn3 3UTR inh, LMP1 NFkB inh, CF NFkB block, SRC3 inh, NR2F2 inh, C8 TRAIL sens, KKLEB cytotox, NR5A2 inv ag, TROY NFkB inh
CC1CCC2(CC1)NC(=O)N(CC(=O)N1CCN(S(=O)(=O)c3ccc4c(c3)CCC4)CC1)C2=O (stereo unspecified)
 : 8, -8, -1, -3, -1, 8, 5, -7, 6, 5, -4
c1nc(NC2CCCC2)c2[nH]cnc2n1
 : -4, -5, 4, 9, 18, 11, 5, -14, 10, 11, 7
CCc1nc2ccc(C(=O)NCCCn3ccnc3)cn2c1N(C)Cc1nccs1
 : 8, -6, 2, /, -20, 16, -5, 7, -14, 4, -26
Cc1ccccc1-c1nc(-c2ccc(NC(=O)c3cccs3)cc2)no1
 : 12, -64, -54, -33, -13, -50, -20, 7, 9, -87, -16
COc1ccccc1/C=C/C=C(\C#N)C(=O)NC(C)c1ccccc1 (stereo unspecified)
 : -4, 1, 8, -5, -20, 5, -31, 7, 8, 4, -16
COc1cc(CC(=O)N2CCN(S(=O)(=O)c3ccc(C)cc3)CC2)cc(OC)c1OC
 : -1, -31, 27, -6, -7, 1, -17, 10, 17, 0, 14
O=C(CN1C(=O)C2CCCCC2C1=O)OCC(=O)c1ccc(F)cc1 (stereo unspecified)
 : -3, 2, 8, 2, 0, 10, -2, -12, 6, -12, -1
CC1CCCC(C)N1CCCNC(=O)CCn1c(=O)c2cccn2c2cccnc21 (stereo unspecified)
 : 8, -17, -16, -5, -9, 22, 0, -11, 10, 17, -12
COc1cccc(/C=N/NC(=O)c2ccc(CN3c4cccc5cccc(c45)S3(=O)=O)cc2)c1
 : -14, 8, 9, -7, 1, 11, -7, -10, -5, 3, -1
O=C(Nc1ccccc1)c1nnsc1S(=O)c1ccc(Cl)cc1 (stereo unspecified)
 : 3, -69, 70, -21, 56*, -41, -14, 24, -25, -64, -11
COc1ccc(CN(C)C(=O)CCN=C2NS(=O)(=O)c3ccccc32)c(OC)c1
 : 12, -12, 8, -5, 15, 0, -4, 12, -5, -19, 3
Cc1ccc([N+](=O)[O-])cc1NC(=O)CNC1CCCCC1
 : 6, -22, 10, 4, 2, 14, -7, -8, 0, -8, 8
CC(C)NC(=O)CC(=O)N/N=C/c1ccccc1F
 : -15, 1, -2, -13, -6, 17, 7, -16, 1, -1, -13
CCCCCN(C(=O)CCC(=O)OCc1ccc(C(C)C)cc1)c1c(N)n(CCCC)c(=O)[nH]c1=O
 : 10, -10, 54, -11, 54*, 8, 1, 2, -54*, 7, -22
Cn1c(=O)c2sccc2n2c(CCCC(=O)Nc3ccccc3)nnc12
 : 13, 8, -27, 4, 30, 2, 5, 3, -15, -1, 11
O=C(CN1C(=O)CCSc2ccccc21)Nc1cccc(F)c1
 : 2, -3, 11, -35, -4, -6, -14, -2, 8, -1, 13
COc1ccc(C(=O)Nc2ccc(C(=O)NCCc3ccc(OC)c(OC)c3)cc2)cc1
 : -12, -9, -7, -11, 19, 0, -8, -10, -2, -11, 10
C=CCn1c(=O)c2ccc(C(=O)NCc3ccccc3)cc2n(Cc2ccccc2Cl)c1=O
 : -25, -22, 16, -16, 12, 9, -3, -1, 9, -6, 16
O=C(CCC(=O)Nc1cccc([N+](=O)[O-])c1)N/N=C/c1cccs1
 : 1, -3, 11, -19, 0, -2, 6, -20, 0, -16, -1
CCN(CC)CCN1C(=O)C(O)=C(C(=O)c2cc3ccccc3o2)C1c1cccnc1 (stereo unspecified)
 : 9, -16, -1, 6, 8, 4, 8, 2, -2, 13, 4
O=C1N/C(=C/c2cccs2)C(=O)N1Cc1ccc(Br)cc1
 : -28, -13, 9, -1, -20, 11, -12, -7, 24, 0, -3
CC1CCCC(NC(=O)c2ccc3c(c2)OCO3)C1C (stereo unspecified)
 : -39, -80, -86, -18, 0, -45, -31, 4, -8, -42, -50
O=C(NCc1ccccc1Cl)c1cccc(C(F)(F)F)c1
 : 7, 4, 3, 3, -20, 3, 25, 2, 1, -10, -8
CC1CCCCC1NC(=O)c1cc2ccccc2o1 (stereo unspecified)
 : -3, -10, -32, -17, 7, 13, -3, 1, -1, 6, -4
CCOC(=O)c1cnn2c(C(F)(F)F)cc(-c3cn(C)nc3C)nc12
 : 15, 2, -4, -7, -7, 13, 0, -3, 0, 2, -5
Cc1cccc(N2CCN(C(=O)COc3ccc4c(c3)CCC4)CC2)c1C
 : 7, -2, -3, 2, 1, 6, 12, -18, 2, -4, 1
Cc1ccc2nc(NC(=O)CN3CCN(c4ccccn4)CC3)sc2c1
 : -5, -4, -7, 0, -17, 5, 3, 6, 12, -2, 1
Cc1ccc(NC(=O)CCC(=O)NNC(=O)c2cccc([N+](=O)[O-])c2)cc1C
 : -10, 5, 19, 0, 19, 8, 2, -17, -13, 13, 13
CCC1([N+](=O)[O-])COC(C=Cc2ccccc2)OC1 (stereo unspecified)
 : -5, -19, -5, -12, 32, -49, -21, 9, 3, -34, -37
COC(=O)C1C(c2ccc(OC)c(OC)c2)NC(c2ccc(OC)c(OC)c2)C(C(=O)OC)S1(=O)=O (stereo unspecified)
 : -19, 4, 16, -11, 13, 2, 6, -3, -12, 7, 0
COc1ccc(NS(=O)(=O)c2ccc(NC(=S)NC(=O)c3ccc(Br)cc3)cc2)nn1
 : -1, 8, -26, -1, -19, 22, 18, 11, 15, -12, -13
C=CCn1c(SCC(=O)N2CCCCC2)nc(O)cc1=O
 : 2, -2, 0, -3, -4, -16, 1, 17, 7, -1, 14
COC1=C(Nc2ccc(OC)cc2)C(=O)c2ccccc2C1=O
 : -6, -35, -46, 2, 19, -53, 5, -23, 2, -57, -42
COc1cccc2cc(C(=O)C3=C(O)C(=O)N(c4cc(C)on4)C3c3cccs3)oc12 (stereo unspecified)
 : -13, -10, -43, 3, 26, -6, -12, 8, 0, 0, -46
CC(=O)Nc1ccc(NC(=O)C(C)OC(=O)C2CC3C=CC2C3)cc1 (stereo unspecified)
 : -11, 8, 18, 0, -8, 15, -2, -5, 8, -3, -12
Cc1ccc(Cn2ccc(C3CC3)n2)cc1
 : 4, -59, -70, -11, -10, -69, -33, 1, 17, -47, -58
O=C1Nc2ccccc2N(O)N1c1ccc(S(=O)(=O)Nc2ccccn2)cc1
 : -12, 3, -7, -1, -1, -4, 1, -5, 2, -1, -14
C/C=C1\COC(C(=O)NCc2cccc(OC)c2OC)(C(F)(F)F)C=C1C=C1CCCCC1 (stereo unspecified)
 : -1, 5, 5, 10, 12, -8, 18, 25, -2, 10, 3
Cc1c(NC(=O)CCSc2ccc(Cl)cc2)c(=O)n(-c2ccccc2)n1C
 : 6, -2, -10, 1, -12, 12, 11, -15, -1, 4, 1
COc1ccc(Cn2c(C3CC3)nc3ccc(NC(=O)c4cccnc4)cc3c2=O)cc1
 : 20, -41, -22, -10, 9, -62, /, 19, 3, -26, -55
CC(C)(C)OC(=O)N1CCC(C(=O)Nc2ccc(C(=O)NC3CC3)cc2)CC1
 : 10, -11, 12, 5, -13, -19, -12, 2, 5, 12, 0
CCN(CC(=O)Nc1ccc(Cl)c(S(=O)(=O)N(C)C)c1)Cc1nc2ccccc2c(=O)[nH]1
 : 5, 6, 2, -6, 4, 14, -8, -13, -5, 3, 23
CCC1(c2ccccc2)NC(=O)N(CC(=O)NCc2ccccc2OC)C1=O (stereo unspecified)
 : 10, -7, -9, -1, 6, -2, 0, -6, -3, -2, -3
O=C(N/N=C1\CCS(=O)(=O)c2ccc(F)cc21)c1ccc(O)cc1
 : 1, 9, 26, 2, 16, -19, -14, 9, -7, -46, 8
CCOC(=O)Cn1nnc(-c2ccc(SC)cc2)n1
 : 3, -13, -27, 5, 14, -23, -13, -2, -14, -8, -56
COc1ccccc1C(C)NC(=O)c1ccccc1SCC(=O)N1CCCC1 (stereo unspecified)
 : -2, 9, -1, -1, -24, 1, 8, -2, 13, 3, 7
CS(=O)(=O)N(CC(=O)Nc1ccc2c(c1)OCO2)Cc1ccc(Cl)cc1
 : -9, -18, 4, -8, 6, -2, -6, -11, 1, 0, -25
COc1ccc(OCCSc2nc3ccccc3n2CCC(=O)O)cc1
 : -17, 6, 14, -3, 6, 1, 8, -13, 2, -24, 9
Cc1ccc(C)c(S(=O)(=O)N2CCN(C(=O)c3ccc4ccccc4n3)CC2)c1
 : -12, 5, -8, -1, -7, 17, -17, -4, 22, -1, 9
CCC(C)(C)C1CCC2(CC1)NC(=O)N(CC(=O)NCCCc1ccccc1)C2=O (stereo unspecified)
 : 0, -19, 22, 4, 19, -14, -6, 11, -7, 2, 17

The list goes on.
Value order: TWEAK-Fn14 inh, SRC1 inh, Shn3 3UTR inh, LMP1 NFkB inh, CF NFkB block, SRC3 inh, NR2F2 inh, C8 TRAIL sens, KKLEB cytotox, NR5A2 inv ag, TROY NFkB inh
Cc1nc2nc(-c3ccccc3)nn2c(C)c1C
 : -5, -82, -68, -22, 5, -62, -7, -9, 3, -50, -50
O=C(CSc1nnc(CNC(=O)c2ccccc2F)o1)Nc1ccc2c(c1)OCCO2
 : 7, -4, 8, 0, 0, -1, 7, 6, -11, 48, 11
Cc1ccc(N(CC(=O)NCCc2ccccc2)C(=O)CCC(=O)Nc2cc(C)ccn2)cc1
 : 31, 13, -3, -9, -22, -26, -10, -1, 11, -11, -27
Cc1nc(SCC(=O)N(C)Cc2ccco2)c2c(C)c(C)sc2n1
 : 14, 10, -41, -1, 10, -11, -4, 26, 1, 12, -3

This is a subset; the hit share may differ from the screen's.
